Screening data as filed in PubChem.
PLCg1 inh: PLC-gamma1 (human) inhibition, primary screen | P19174 | purified PLC-gamma1, fluorogenic substrate, fluorescence | inhibition, % at 12.2 µM | hit rate 0.84% among 370,000; in the data active means inhibition above about 9.5%
SMARCA2 act: activators of SMARCA2 function; activation, % at 9.1 µM; AID 652017; MG213 cells, MMTV-luciferase reporter, dexamethasone, overnight; hit rate 1% among 370,000; in the data active means activation above about 7.8%;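 further: 0% = vehicle wells and 100% = reference activator wells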
ssDAF-12 act: activators of S. stercoralis DAF-12 nuclear receptor; AID 652126; activation, % at 6.8 µM; HEK293 ssDAF-12/GRIP1 lit1-tk-luc reporter, luminescence; % of 3 µM dafachronic acid response; hit rate 1% among 370,000;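 active means activation above the mean over all tested compounds plus 3 SD, cut at about 0.9% in these data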;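 further: 0% = DMSO-only wells and 100% = 3 µM delta7-dafachronic acid wells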
NR1D1 modulator: modulates human Rev-erb alpha binding to DNA. P20393. Rev-erbα–FITC-DNA binding, fluorescence polarization, 90 min. activity, % at 10 µM. hit rate 0.79% among 370,000;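 active means activity above about 14%, limit read from the data; passing the limit was not always enough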;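 further: 0% = DMSO wells with 35 nM protein and 100% = DMSO wells with 750 nM protein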
Target sequence (P20393 whole entry, looked up): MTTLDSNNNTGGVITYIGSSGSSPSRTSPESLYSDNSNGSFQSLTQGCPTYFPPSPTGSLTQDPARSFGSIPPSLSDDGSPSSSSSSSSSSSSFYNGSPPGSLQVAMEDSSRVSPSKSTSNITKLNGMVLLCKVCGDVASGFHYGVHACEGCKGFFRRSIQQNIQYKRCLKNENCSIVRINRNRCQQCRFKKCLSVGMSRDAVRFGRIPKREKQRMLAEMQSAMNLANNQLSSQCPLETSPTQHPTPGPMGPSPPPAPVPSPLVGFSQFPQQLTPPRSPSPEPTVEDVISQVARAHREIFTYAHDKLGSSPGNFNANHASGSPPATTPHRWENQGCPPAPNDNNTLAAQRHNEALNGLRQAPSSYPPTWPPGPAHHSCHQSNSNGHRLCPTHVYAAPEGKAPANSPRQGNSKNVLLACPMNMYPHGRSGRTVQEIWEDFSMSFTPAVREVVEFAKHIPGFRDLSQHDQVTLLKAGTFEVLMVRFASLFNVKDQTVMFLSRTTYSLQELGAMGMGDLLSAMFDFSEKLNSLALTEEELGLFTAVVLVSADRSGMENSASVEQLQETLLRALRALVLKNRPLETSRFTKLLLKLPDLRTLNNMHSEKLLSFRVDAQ
PLC-beta3 inh: blocks human PLC-beta3 enzyme activity. Q01970. Purified PLC-beta3, fluorogenic substrate, fluorescence. inhibition, % at 12.2 µM. hit rate 0.18% among 370,000. AID 720704; in the data active means inhibition above about 11%;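 further: 0% = median of compound wells on plate and 100% = full blocker control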
hcDAF-12 act: activates DAF-12 receptor from parasite H. contortus; HEK293 hcDAF-12 lit1-tk-luc reporter, luminescence; 0% DMSO, 100% Δ7-dafachronic acid; activation, % at 6.8 µM; hit rate 1.4% among 370,000;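 active means activation above the mean of all tested compounds plus 3 SD, cut at about 5.5% in these data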;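 further: 100% = response to 3 µM Δ7-dafachronic acid high control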
DAX1 inh-1: blocks DAX1 repression of SF-1 activated StAR promoter | HEK293T StAR-luciferase reporter, SF-1/DAX-1 repression relief | inhibition, % at 6.8 µM | hit rate 1.1% among 370,000 | AID 652010;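 active means inhibition above the mean over all tested compounds plus 3 SD, cut at about 3.6% in these data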;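 further: 0% = DAX-1 cells with DMSO and 100% = cells lacking DAX-1 with DMSO; higher inhibition means more luminescence from relief of DAX-1 repression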
ADAM17 inh: inhibits human ADAM17. inhibition, % at 6.95 µM. recombinant ADAM17, EDANS/DABCYL FRET peptide cleavage. AID 720648. P78536. hit rate 0.83% among 370,000;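 active means inhibition above the mean of compounds lying between control limits plus 3 SD, set per campaign, cut at about 8.5% in these data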;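 further: 0% = DMSO-only wells as the low control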
MBD2 inh: blocks human MBD2 binding to methylated DNA; TR-FRET, MBD2 binding to methylated oligonucleotide; AID 686964; inhibition, % at 4.4 µM; hit rate 0.31% among 370,000; in the data active means inhibition above about 13%
Target sequence (Q9UBB5 whole entry, looked up): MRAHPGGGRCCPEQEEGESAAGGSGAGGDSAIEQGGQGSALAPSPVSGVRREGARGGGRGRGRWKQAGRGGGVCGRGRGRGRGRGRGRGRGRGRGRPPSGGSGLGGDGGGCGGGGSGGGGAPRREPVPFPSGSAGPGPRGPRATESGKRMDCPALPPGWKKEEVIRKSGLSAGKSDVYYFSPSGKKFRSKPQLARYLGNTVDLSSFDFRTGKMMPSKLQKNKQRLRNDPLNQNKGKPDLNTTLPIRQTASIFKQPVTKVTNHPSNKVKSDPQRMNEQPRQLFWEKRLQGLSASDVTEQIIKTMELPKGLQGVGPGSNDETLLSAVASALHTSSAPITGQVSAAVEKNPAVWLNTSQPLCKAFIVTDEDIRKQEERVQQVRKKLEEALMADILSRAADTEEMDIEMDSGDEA
DAX1 inh-2: NR0B1 (DAX1) inhibition. P51843. HEK293 Gal4-DAX1 luciferase reporter, luminescence. inhibition, % at 6.75 µM. hit rate 0.99% among 340,000. AID 504766;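 active means inhibition above the mean over all tested compounds plus 3 SD, cut at about 4.2% in these data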;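 further: 0% = DAX1-transfected cells with DMSO and 100% = empty-vector control cells with DMSO; inhibition shows as a rise in luminescence from relieved DAX1 repression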
hgDAF12 agonist: agonists of H. glycines DAF-12 nuclear receptor. HEK293 GAL4-hgDAF12 UAS-luciferase reporter, agonist luminescence; normalized to butyrate control. activation, % at 6.8 µM. hit rate 1.8% among 370,000. AID 687014;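 active means activation above a cutoff set at the mean of all screened compounds plus 3 SD, cut at about 10% in these data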;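 further: 0% = DMSO wells and 100% = sodium butyrate wells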
* hit, by the source's call.

How did C=CCn1c(COc2ccc(Cl)cc2)nnc1SCc1ccc(C#N)cc1 do in these assays?
PLCg1 inh: -4; SMARCA2 act: -3; ssDAF-12 act: -2.0; NR1D1 modulator: -4; PLC-beta3 inh: -1; hcDAF-12 act: -3.5; DAX1 inh-1: -1.2; ADAM17 inh: 1; MBD2 inh: 1; DAX1 inh-2: 0.9; hgDAF12 agonist: -0.5

How did O=C(CSc1nnc(NC(=O)C2CC2)s1)Nc1ccc(F)cc1 do in these assays?
PLCg1 inh: 0; SMARCA2 act: -5; ssDAF-12 act: -1.1; NR1D1 modulator: 4; PLC-beta3 inh: -4; hcDAF-12 act: 1.1; DAX1 inh-1: -0.4; ADAM17 inh: -4; MBD2 inh: 0; DAX1 inh-2: -0.8; hgDAF12 agonist: 0.2

How did CN(C)S(=O)(=O)N1CCC(Oc2ccc(C(=O)NCCc3cscn3)cc2)CC1 do in these assays?
PLCg1 inh: -1; SMARCA2 act: -1; ssDAF-12 act: -0.2; NR1D1 modulator: 1; PLC-beta3 inh: -4; hcDAF-12 act: 4.4; DAX1 inh-1: -0.7; ADAM17 inh: -7; MBD2 inh: -3; DAX1 inh-2: 1.3; hgDAF12 agonist: 1.4

How did CCCn1c(NC(=O)c2cccc(S(=O)(=O)N3CCCC3)c2)nc2ccccc21 do in these assays?
PLCg1 inh: -34; SMARCA2 act: -3; ssDAF-12 act: -2.8; NR1D1 modulator: 6; PLC-beta3 inh: -40; hcDAF-12 act: -5.2; DAX1 inh-1: -2.7; ADAM17 inh: 2; MBD2 inh: 3; DAX1 inh-2: -3.3; hgDAF12 agonist: -3.7

What do the screens show for `COc1ccc(C2C(C(N)=O)=C(C)Nc3nc(-c4cccc(Cl)c4)nn32)cc1OC` (stereo unspecified)?
PLCg1 inh: -12; SMARCA2 act: 0; ssDAF-12 act: -1.4; NR1D1 modulator: -5; PLC-beta3 inh: -13; hcDAF-12 act: -0.6; DAX1 inh-1: 1.1; ADAM17 inh: -2; MBD2 inh: 0; DAX1 inh-2: 1.2; hgDAF12 agonist: 2.9

How did Cc1ccc(S(=O)(=O)N2CCCCCC2)cc1C(=O)Nc1cccnc1 do in these assays?
PLCg1 inh: 2; SMARCA2 act: 2; ssDAF-12 act: -0.8; NR1D1 modulator: -1; PLC-beta3 inh: -7; hcDAF-12 act: -0.2; DAX1 inh-1: -0.3; ADAM17 inh: 0; MBD2 inh: -2; DAX1 inh-2: -0.1; hgDAF12 agonist: -1.0

What do the screens show for `CCN(CC)S(=O)(=O)c1cccc(NC(=O)CN2C(=O)NC3(CCC(C)CC3)C2=O)c1` (stereo unspecified)?
PLCg1 inh: 1; SMARCA2 act: 0; ssDAF-12 act: -1.3; NR1D1 modulator: 0; PLC-beta3 inh: -6; hcDAF-12 act: -1.5; DAX1 inh-1: -3.6; ADAM17 inh: 0; MBD2 inh: 1; DAX1 inh-2: -1.8; hgDAF12 agonist: -6.7

Results for OCCC1CN(Cc2ccc(F)cc2Cl)CCN1CCc1ccccc1 (stereo unspecified) ?
PLCg1 inh: 0; SMARCA2 act: -4; ssDAF-12 act: -0.9; NR1D1 modulator: -1; PLC-beta3 inh: -4; hcDAF-12 act: -1.7; DAX1 inh-1: 0.3; ADAM17 inh: 5; MBD2 inh: -3; DAX1 inh-2: 1.8; hgDAF12 agonist: 0.4

What do the screens show for `COc1cccc(NC(=O)CSc2nnc(C3CCCCC3)n2N)c1`?
PLCg1 inh: -3; SMARCA2 act: -1; ssDAF-12 act: -1.4; NR1D1 modulator: -2; PLC-beta3 inh: -5; hcDAF-12 act: 0.7; DAX1 inh-1: -0.4; ADAM17 inh: 0; MBD2 inh: -1; DAX1 inh-2: 0.2; hgDAF12 agonist: 0.4

How did CCCCn1c(N)c(N(CC(C)C)C(=O)c2cnccn2)c(=O)[nH]c1=O do in these assays?
PLCg1 inh: -5; SMARCA2 act: -2; ssDAF-12 act: -0.7; NR1D1 modulator: -2; PLC-beta3 inh: -9; hcDAF-12 act: -0.5; DAX1 inh-1: -1.2; ADAM17 inh: -3; MBD2 inh: -2; DAX1 inh-2: 0.6; hgDAF12 agonist: -1.9

Results for CCCn1c(SCC(=O)Nc2ccc(S(=O)(=O)N3CCOCC3)cc2)n[nH]c1=O ?
PLCg1 inh: 1; SMARCA2 act: -3; ssDAF-12 act: -1.0; NR1D1 modulator: -6; PLC-beta3 inh: 0; hcDAF-12 act: -1.8; DAX1 inh-1: 0.8; ADAM17 inh: -7; MBD2 inh: 2; DAX1 inh-2: 1.1; hgDAF12 agonist: 1.4

What do the screens show for `CO/N=C\Cc1oc(=O)c(NC(=O)c2ccccc2)cc1C(=O)OC`?
PLCg1 inh: -25; SMARCA2 act: 0; ssDAF-12 act: -1.0; NR1D1 modulator: 5; PLC-beta3 inh: -36; hcDAF-12 act: -0.1; DAX1 inh-1: 0.0; ADAM17 inh: -4; MBD2 inh: -7; DAX1 inh-2: 1.4; hgDAF12 agonist: -0.8

How did C=CCN=C(NC#N)SCC(=O)NCc1ccccc1 do in these assays?
PLCg1 inh: -13; SMARCA2 act: 1; ssDAF-12 act: -1.6; NR1D1 modulator: 2; PLC-beta3 inh: -16; hcDAF-12 act: 1.6; DAX1 inh-1: 0.1; ADAM17 inh: -4; MBD2 inh: 1; DAX1 inh-2: 0.6; hgDAF12 agonist: -0.1

Results for COc1ccc(/C=C(/Sc2nnc(-c3ccc(Cl)cc3)o2)C(=O)O)cc1 ?
PLCg1 inh: -3; SMARCA2 act: 0; ssDAF-12 act: -1.1; NR1D1 modulator: 10; PLC-beta3 inh: -1; hcDAF-12 act: -0.7; DAX1 inh-1: -0.2; ADAM17 inh: -3; MBD2 inh: -1; DAX1 inh-2: 1.4; hgDAF12 agonist: -1.1

What do the screens show for `Cn1c(SCC(N)=O)nnc1-c1ccc(S(=O)(=O)N2CCCC2)cc1`?
PLCg1 inh: 1; SMARCA2 act: -3; ssDAF-12 act: -1.3; NR1D1 modulator: -1; PLC-beta3 inh: -3; hcDAF-12 act: -1.0; DAX1 inh-1: -0.3; ADAM17 inh: -1; MBD2 inh: -5; DAX1 inh-2: 1.8; hgDAF12 agonist: -0.1

How did Cc1cc(C)c(OCC(=O)Nc2nnc(C3CC3)s2)c(C)c1 do in these assays?
PLCg1 inh: -1; SMARCA2 act: -2; ssDAF-12 act: -1.2; NR1D1 modulator: -7; PLC-beta3 inh: -5; hcDAF-12 act: 1.2; DAX1 inh-1: 0.5; ADAM17 inh: -1; MBD2 inh: -1; DAX1 inh-2: 0.1; hgDAF12 agonist: 1.4

How did CC1CCN(C(=O)N[C@@H](Cc2ccccc2)C(=O)O)CC1 do in these assays?
PLCg1 inh: 0; SMARCA2 act: 2; ssDAF-12 act: -1.0; NR1D1 modulator: 2; PLC-beta3 inh: 1; hcDAF-12 act: 0.2; DAX1 inh-1: 0.2; ADAM17 inh: 0; MBD2 inh: 4; DAX1 inh-2: -1.4; hgDAF12 agonist: -3.1

Results for COc1ccc(C(CCN)c2ccc3c(c2)OCO3)cc1 (stereo unspecified) ?
PLCg1 inh: 2; SMARCA2 act: -4; ssDAF-12 act: -0.9; NR1D1 modulator: 3; PLC-beta3 inh: -4; hcDAF-12 act: -1.2; DAX1 inh-1: -0.6; ADAM17 inh: 0; MBD2 inh: -4; DAX1 inh-2: -1.3; hgDAF12 agonist: -0.2

What do the screens show for `CC(=O)NC1(NC(C)=O)CCN(C)CC1`?
PLCg1 inh: 6; SMARCA2 act: 2; ssDAF-12 act: -1.6; NR1D1 modulator: -1; PLC-beta3 inh: -3; hcDAF-12 act: 1.4; DAX1 inh-1: 0.0; ADAM17 inh: -1; MBD2 inh: 3; DAX1 inh-2: 1.0; hgDAF12 agonist: -0.5

How did COC(=O)c1ccc(CO/N=C2\CCCc3nonc32)cc1 do in these assays?
PLCg1 inh: -5; SMARCA2 act: 3; ssDAF-12 act: -1.1; NR1D1 modulator: -6; PLC-beta3 inh: -12; hcDAF-12 act: 0.6; DAX1 inh-1: 2.7; ADAM17 inh: -1; MBD2 inh: -7; DAX1 inh-2: -0.6; hgDAF12 agonist: 5.9

Results for CCC(C)(C)n1nnnc1C(C(C)C)N(CCCO)Cc1cc2cc(C)ccc2[nH]c1=O (stereo unspecified) ?
PLCg1 inh: -151; SMARCA2 act: 0; ssDAF-12 act: 0.1; NR1D1 modulator: 1; PLC-beta3 inh: -181; hcDAF-12 act: -0.3; DAX1 inh-1: -0.6; ADAM17 inh: -14; MBD2 inh: -6; DAX1 inh-2: 0.2; hgDAF12 agonist: 1.6

Results for Cc1ccc(N2C(=O)N(CC(=O)Nc3ccc(C)cc3Cl)C(=O)C2C)cc1 (stereo unspecified) ?
PLCg1 inh: 9; SMARCA2 act: -4; ssDAF-12 act: -1.3; NR1D1 modulator: 2; PLC-beta3 inh: 1; hcDAF-12 act: -0.7; DAX1 inh-1: -0.2; ADAM17 inh: 3; MBD2 inh: 0; DAX1 inh-2: 0.3; hgDAF12 agonist: -2.0

Results for C/C(=N\NC(=O)c1ccn(C)n1)c1cccc(NC(=O)c2ccncc2)c1 ?
PLCg1 inh: 0; SMARCA2 act: 6; ssDAF-12 act: -0.3; NR1D1 modulator: 5; PLC-beta3 inh: -2; hcDAF-12 act: -0.2; DAX1 inh-1: -0.4; ADAM17 inh: 1; MBD2 inh: 0; DAX1 inh-2: 0.8; hgDAF12 agonist: 8.0

Results for Cc1occc1C(=O)NNC(=O)C1CCCC1 ?
PLCg1 inh: 4; SMARCA2 act: -2; ssDAF-12 act: -1.1; NR1D1 modulator: -6; PLC-beta3 inh: -5; hcDAF-12 act: -1.3; DAX1 inh-1: -0.3; ADAM17 inh: -1; MBD2 inh: 1; DAX1 inh-2: 0.8; hgDAF12 agonist: -2.5

What do the screens show for `COc1cc(OC)cc(C(=O)Nc2ccc(C(=O)NCC3CCCO3)cc2)c1` (stereo unspecified)?
PLCg1 inh: 1; SMARCA2 act: -2; ssDAF-12 act: -1.4; NR1D1 modulator: 2; PLC-beta3 inh: -2; hcDAF-12 act: -1.9; DAX1 inh-1: -0.1; ADAM17 inh: -5; MBD2 inh: 4; DAX1 inh-2: -2.2; hgDAF12 agonist: -2.4

Results for CCC(=O)c1ccc(OCC(=O)OCC(=O)N2CCCc3ccccc32)cc1 ?
PLCg1 inh: 2; SMARCA2 act: 2; ssDAF-12 act: 0.1; NR1D1 modulator: 4; PLC-beta3 inh: -2; hcDAF-12 act: -1.8; DAX1 inh-1: -0.5; ADAM17 inh: 1; MBD2 inh: 0; DAX1 inh-2: 1.8; hgDAF12 agonist: -0.7

Nothing new here: 2 of the compounds above.
How did C=CCN=C(NC#N)SCC(=O)NCc1ccccc1 do in these assays?
PLCg1 inh: -13; SMARCA2 act: 1; ssDAF-12 act: -1.6; NR1D1 modulator: 2; PLC-beta3 inh: -16; hcDAF-12 act: 1.6; DAX1 inh-1: 0.1; ADAM17 inh: -4; MBD2 inh: 1; DAX1 inh-2: 0.6; hgDAF12 agonist: -0.1

Results for COc1ccc(/C=C(/Sc2nnc(-c3ccc(Cl)cc3)o2)C(=O)O)cc1 ?
PLCg1 inh: -3; SMARCA2 act: 0; ssDAF-12 act: -1.1; NR1D1 modulator: 10; PLC-beta3 inh: -1; hcDAF-12 act: -0.7; DAX1 inh-1: -0.2; ADAM17 inh: -3; MBD2 inh: -1; DAX1 inh-2: 1.4; hgDAF12 agonist: -1.1
